Compound activity as filed in PubChem.
FN deposit inh – inhibitors of fibronectin matrix deposition, primary screen, AH1F cells, Alexa488-fibronectin fluorescence, plate reader; AH1F fibroblasts, overnight; inhibition, % at 12.6 µM; actives 0.086% (n = 350,000); AID 743247, 2014;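 active = mean inhibition across replicates of 30% or more, regardless of how many single replicates reach that level; inconclusive = mean under 30% yet at least half of replicates reach 30%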;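 note: positive control wells lacked labelled fibronectin entirely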
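Schedule: 1 h cell adhesion before compound, then overnight fibronectin incubation; test system: AH1F fibroblast monolayer depositing Alexa488-labelled fibronectin into matrix; quantity: 10000 AH1F cells per well; probe or stimulus: fluorescent fibronectin at 24 nM final; signal: fluorescence, ex 485 nm, em 525 nm; evaluation: percent inhibition as loss of matrix-bound fibronectin fluorescence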
DENV2 CPE – inhibitors of DENV2 cytopathic effect, primary screen, cell-based, plate reader, single concentration | AID 651640, 2012 | CPE inhibition, % at 9.99 µM | DENV2-infected cells, cytopathic effect rescue | actives 1.7% (n = 350,000); in the data active = CPE inhibition above about 20%, passing the limit was not always enough; inconclusive = no clear call, values can overlap the other calls; tested in BHK-21 cells;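 note: 0% = median of neutral control wells and 100% = median of positive control wells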
EWS-Fli inh – EWS/Fli-driven NR0B1 reporter inhibitors, primary screen, A673 cells, NR0B1 luciferase, luminescence, MLPCN library. viability-normalised. inhibition, % at 12.6 µM. actives 0.67% (n = 350,000);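 active = mean inhibition of at least 50% after viability correction, with every replicate also passing that limit; inconclusive = mean reaches 50% but only one of two replicates passes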;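 note: firefly luciferase signal divided by Alamar Blue viability fluorescence both relative to DMSO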
PAX8 inh HTS – inhibitors of PAX8-driven TPO luciferase reporter, primary screen, RMG-I cells, single concentration; SteadyGlo, 24 h; inhibition, % at 12.6 µM; actives 1.2% (n = 360,000); AID 652154, 2013;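 active = mean replicate inhibition at least 60% with every replicate also reaching 60%; inconclusive = only one of the two criteria is met; inactive = mean below 60% and not all replicates reaching 60%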;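 note: luciferase light reporting Pax8 driven TPO promoter activity; plate controls were median of neutral control wells for no effect and mitoxantrone controls for full effect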
miR122 inh – miR-122 Renilla sensor signal increase in Huh7, primary screen, miR-122 inhibitor project, cell-based, single point, plate reader; Huh7 miR-122 Renilla luciferase sensor, 48 h; neutral wells = 0, positive control = 100; AID 602342, 2012; actives 0.3% (n = 340,000); activation (reporter increase), % at 12.5 µM;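 active = mean replicate activation score at least 90 and every replicate individually at or above 90; inconclusive = only one of the two criteria met; inactive = neither criterion met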;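 note: higher luciferase means less miR-122 activity so hits act as miR-122 inhibitors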
CFTR F508del cor – F508del CFTR correction, initial screen, CFBE line, single point; activity (quench increase), % at 7.58 µM; CFBE cells, YFP halide quenching; stimulated with forskolin plus potentiator P3; % fluorescence drop versus neutral controls; actives 0.36% (n = 350,000);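 active = mean added fluorescence quench of at least 8% versus neutral control, with both replicates also reaching 8%; inconclusive = only one of the mean or replicate conditions met; inactive = mean below 8% and not both replicates reaching 8%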;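 note: cells transiently co-express mutant CFTR-F508del with the halide-sensitive YFP; corrector assay measuring rescue of mutant channel to the surface after 24 h compound exposure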
GSIS activator – GLuc luminescence reporter in INS-1E cells, primary screen for activators of glucose-dependent secretion of insulin | actives 0.61% (n = 370,000) | INS-1E GLuc reporter insulin secretion, 2-3 h | activation, % at 16.6 µM;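 active = lowest replicate activation of at least 40%, so every replicate reaches that level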;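 note: 0% = median of neutral control wells and 100% = median of IBMX positive control wells; some compounds called inactive have numbers as strong as hits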
Active calls of the source: *; ? = inconclusive; . = not tested or not shown; & = joins results of further samples; [ ] = another dose, or the depositor's remark.

SMILES	FN deposit inh	DENV2 CPE	EWS-Fli inh	PAX8 inh HTS	miR122 inh	CFTR F508del cor	GSIS activator
CC(C)[C@H](NC(=O)C1CC(=O)N(c2ccc3c(c2)OCCO3)C1)C(=O)NC1CCCC1 (stereo not given in full)	-8	-1	-7	8	65	0.5	1
NC1=NC(c2ccc(Br)cc2)n2c(nc3ccccc32)N1 (stereo not given)	4&3	0	-4	.	41&-3	0.3	21
O=C(c1ccco1)N1N=C(c2ccc(Cl)cc2)CC1(O)C(F)(F)F (stereo not given)	1	5	2	-14	-4	2.2	4
CC(/C=C/c1ccccc1)=N\NC(=O)Cn1cncn1	8	2	21	5	.	-1.1	.
OCCC1CN(CC2CCCCC2)CCN1C1CCCC1 (stereo not given)	-10	?	19	-1	.	-2.8	-3
O=C(CCC(=O)c1ccc(Cl)cc1)OCc1nc2ccsc2c(=O)[nH]1	6	-12	-2	0	.	3.9	20
CN(C)C(=O)c1cccc(-c2ccc3c(c2)[C@@H]2[C@@H](CCN2Cc2ccccc2F)[C@H](CO)N3)c1	24	-8	8	-1	-9[16.7 µM]	0.1	5
COc1cccc(NC(=O)N(C)C[C@H]2Oc3cc(C#Cc4ccncc4)ccc3S(=O)(=O)N([C@H](C)CO)C[C@H]2C)c1	3	-6&7&-8	6&13&8	66*	-14	3.5&2.2&-1.3	-5&-29
Cc1cc2nnc(SCC(=O)NCc3ccco3)n2c2ccccc12	3	-6	51*	31	25	9.8*	26
CC(C)c1cn(CC[C@@H]2CC[C@H](NS(=O)(=O)Cc3ccccc3)[C@@H](CO)O2)nn1	-4	0	4	-6	9[16.7 µM]	-0.7	4
O=C(NCCCn1ccnc1)c1ccc(NS(=O)(=O)c2ccc(Cl)c(Cl)c2)cc1	6	2	-15	-8	6	2.1	5
COC(=O)c1ccc(C(=O)N2CCCCCC2(C)C(=O)NC(C)C)cc1 (stereo not given)	-4	-5	-4	-11	-4	-1.8	.
COc1ccc(CCC(=O)Nc2nc3c(s2)CN(C)CC3)cc1OC	5	.	.	-2	-4	.	.
O=C1CS/C(=N\N=C\c2ccco2)N1c1ccccc1	-4	-1	-9	-23	.	-3.1	1
CC(C)(C)c1ccc(-c2nc(C#N)c(NCCCn3ccnc3)o2)cc1	-5	-13	14	-101	.	?	17
CCNC(=O)C1(C)CCCN1C(=O)c1c(F)cccc1F (stereo not given)	-7	5	-14	4	-3	2.3	0
CC(=O)c1ccccc1OCC(O)CN1CCN(CCN2C(=O)c3cccc4cccc(c34)C2=O)CC1 (stereo not given)	-2	0	-20	-15	.	?	4
CC(=O)Oc1ccccc1C(=O)Oc1ccc(/C=N/n2cnnc2)cc1	-2	.	.	-16	2	.	.
COCC(=O)N1CC2(C1)[C@@H](c1ccc(-c3cccc(F)c3)cc1)[C@@H](CO)N2C(=O)COC	.	-5	1	0	.	-2.1	-2
CSc1ncnc2c1cnn2-c1ccc(C)cc1C	-7	-2	-50	-74	-4	0.6	9
C[C@H]1CN([C@@H](C)CO)C(=O)c2cc(-c3cncnc3)cnc2O[C@H]1CN(C)C(=O)Cc1cccnc1	2	-1	2	.	-1[16.7 µM]	-1.8	7
CO[C@@H]1CN(C)C(=O)c2cc(NC(=O)c3ccc4c(c3)OCO4)ccc2OC[C@@H](C)NC[C@@H]1C	5	-5	4	-10	.	-0.2	17
COc1ccc(OC)c(/C=N\NC(=O)c2cc3c(ccc4ccccc43)o2)c1	5	-3	-9	5	-4	-1.7	35
Cc1cccc(OCC(=O)N/N=C\c2cn(C)c3ccccc23)c1	11	2	7	18	1	1.4	4
COCCNC(=S)N(c1ccccc1)C(C)C	-7	-1	-12	-11	0	-1.5	7
Carrying on:
SMILES	FN deposit inh	DENV2 CPE	EWS-Fli inh	PAX8 inh HTS	miR122 inh	CFTR F508del cor	GSIS activator
CCCn1c(N)c(C(=O)CN(C)CC(=O)Nc2ccc(C)cc2)c(=O)[nH]c1=O	1	-3	5	16	.	-2.2	6
C[C@@H]1CN([C@H](C)CO)C(=O)Cc2cc(NC(=O)Cc3ccccc3)ccc2O[C@@H]1CN(C)C	.	-6	-3	-3	-3[16.7 µM]	1.8	-2
O=C(CN(C(=O)c1csnn1)c1ccccc1Cl)NCCc1ccccc1	10	-5	7	-6	0	4.6	-4
O=C(Cn1c(SCC(=O)N2CCc3ccccc3C2)nc2ccccc21)NC1CCCC1	2	.	.	6	-1	.	.
CN1c2ccc(-c3ccc(F)cc3)cc2[C@@H]2[C@@H](CCN2C(=O)c2ccc(F)cc2)[C@H]1CO	15	4	-2	.	.	-3.1	-41
COc1ccccc1NC(=S)N(Cc1ccco1)Cc1cc2ccc(C)c(C)c2[nH]c1=O	-2	.	.	57	27	.	-13
CCC(=O)Nc1nc2ccc(S(C)(=O)=O)cc2s1	-6	.	.	-17	-6	.	.
CCOc1ccc(CN2CCN(Cc3cccc4nonc34)CC2CCO)cc1 (stereo not given)	.	-1	3	10	.	.	-5
COc1ccc([C@H]2CC(=O)C=C(c3ccccc3OC)C2)cc1OC	2	19	11	11	-2	2.3	14
O=C(C1CCC1)N1CCCCN2[C@H](C1)[C@H](c1ccc(C#CC3(O)CCCC3)cc1)[C@@H]2CO	.	-4	-3	9	7[16.7 µM]	-0.8	-6
OC[C@H]1[C@H](c2ccc(/C=C/c3ccccc3)cc2)[C@@H]2CN(Cc3cccnc3)CCCCN12	.	?	-15	-56	5[16.7 µM]	1.6	1
CCOC(=O)c1nc(NCc2cccc(OC)c2)c2ccccc2n1	-2	-5	2	-2	.	2.6	14
CCc1nnc(NC(=O)CCC(=O)N2CCN(C3c4ccccc4-c4ccccc43)CC2)s1	3	.	-11	13	0	.	24
CCC(C)NC(=O)C1CCN(C(=O)COc2ccc3c4c(c(=O)oc3c2C)CCCC4)CC1 (stereo not given)	10	3	.	4	-2	-0.2	-3
Cc1ccnc(NC(=O)c2sc3ccccc3c2Cl)c1	0	.	.	-159	.	.	16
C=CCNC(=O)c1onc(CSc2cccc3ccccc23)c1C(=O)O	-4	1	-2	-11	.	1.9	4
COc1ccc(OC)c(CCNC(=O)CS(=O)(=O)Cc2nc(-c3ccccc3C)oc2C)c1	-1	.	.	19	2	.	.
O=C(Nc1sc2c(c1C(=O)O)CCC2)C(=O)N1CCOCC1	-5	2	3	1	5	2.2	-2
O=C1Nc2ccc(S(=O)(=O)NCc3ccccn3)c3cccc1c23	-5	.	.	.	10	.	3
O=C(CSc1nnc(NC(=O)c2ccco2)s1)Nc1ccc2c(c1)OCCO2	-8	8	2	0	-6	0.4	0
CC(C)(C)c1ccc(C(=O)NCCOc2ccccc2)cc1	1	-4	64*	-7	7	-2.8	11
COc1ccc(-c2oc3c(c2C#CC(C)(C)O)C(OCCO)CC3)cc1 (stereo not given)	.	?	-1	-9	.	0.5	-16
COc1ccc(-c2noc(C3CCCN(C(=O)c4ccccc4OC)C3)n2)cc1OC (stereo not given)	.	-1	-17	.	.	1.5	.
COc1cc(OC)cc(C(=O)NNC(=O)Cc2ccc(OC)c(S(=O)(=O)N3CCOCC3)c2)c1	3	.	.	-1	.	.	-5
CO[C@H]1CN(C)C(=O)c2ccc(NC(=O)NC(C)C)cc2OC[C@H](C)N(Cc2ccccc2)C[C@@H]1C	-4	5	5	.	-2[16.7 µM]	-2.0	-8

Single entries from the list:
Under DENV2 CPE, O=C(CSc1nnc(NC(=O)c2ccco2)s1)Nc1ccc2c(c1)OCCO2 is listed with 8
Under EWS-Fli inh, O=C(Nc1sc2c(c1C(=O)O)CCC2)C(=O)N1CCOCC1 is listed with 3
Under CFTR F508del cor, COc1ccc(-c2noc(C3CCCN(C(=O)c4ccccc4OC)C3)n2)cc1OC (stereo not given) is listed with 1.5
Under CFTR F508del cor, COc1ccc(-c2oc3c(c2C#CC(C)(C)O)C(OCCO)CC3)cc1 (stereo not given) is listed with 0.5
Under miR122 inh, O=C(CN(C(=O)c1csnn1)c1ccccc1Cl)NCCc1ccccc1 is listed with 0
Under FN deposit inh, C=CCNC(=O)c1onc(CSc2cccc3ccccc23)c1C(=O)O is listed with -4
Under FN deposit inh, CN1c2ccc(-c3ccc(F)cc3)cc2[C@@H]2[C@@H](CCN2C(=O)c2ccc(F)cc2)[C@H]1CO is listed with 15

The list continues.
SMILES	FN deposit inh	DENV2 CPE	EWS-Fli inh	PAX8 inh HTS	miR122 inh	CFTR F508del cor	GSIS activator
CCOc1cc(/C=N/NC(=O)CSc2cccc3cccnc23)ccc1O	5	18	-10	17	.	3.4	66*
COc1ccccc1N1CCN(S(=O)(=O)CCNC(=O)c2ccc(Br)o2)CC1	-7	?	4	15	-10	-0.2	-1
CC(C)NC(=O)N[C@@H]1CC[C@@H](CCNC(=O)C2CCCC2)O[C@H]1CO	-4	0	-8	-3	.	3.6	-3
Cc1noc(NS(=O)(=O)c2ccc(NC(=O)CC(C)C)cc2)c1C	7	-2	3	-9	-2	2.1	1
CCOC(=O)c1ccc(CSc2nncn2N)o1	3	.	.	-9	3	.	.
CCSC(=Nc1ccccc1)C1=C(O)COC1=O	5	.	.	-11	7	.	.
O=C(CCNS(=O)(=O)c1cccc2nonc12)NCCc1ccc(Cl)cc1	1	.	.	7	18	.	.
O=[N+]([O-])c1ccc(S(=O)(=O)N2CCN(c3ccc(N4CCOCC4)nn3)CC2)cc1	.	-3	13	-13	-3	-1.4	1
CCCN1C[C@@H](C)[C@H](OC)CN(C)C(=O)c2cc(NS(=O)(=O)CC)ccc2OC[C@@H]1C	-5	-5	2	.	3[16.7 µM]	2.1	6
Cc1onc(-c2ccc(Cl)cc2Cl)c1-c1csc(COc2ccccc2)n1	-7	-7	8	5	.	-1.3	35
Oc1ccc(/C=C/c2ccnc3ccccc23)cc1	14	.	.	-86	-2	.	-23
NNC(=O)c1csc(COc2cc(Cl)cc(Cl)c2)n1	-9	-10	3	-2	3	4.3	-4
C/C(=N/Nc1ccc(C(=O)c2c(C)cc3ccccn23)cc1[N+](=O)[O-])c1ccc(O)cc1	-5	2	18	.	7	-2.7	.
CCOC(CCNC(=O)c1cn(C)c(=O)c2c1c1ccccc1n2C)OCC	11	-7	26	19	.	0.7	8
CC(C)(C(=O)N[C@H](CO)c1ccccc1)C(=O)N[C@H](CO)c1ccccc1	-10	-9	-7	-9	-3	-2.7	0
O=C(N/N=C\c1cc2c(cc1Cl)OCO2)c1ccc(Br)s1	.	19	.	-13	7	-3.1	0
NC(N)=N/N=C/c1ccc(OCc2ccccc2Cl)cc1	.	-2	58*	.	-20	-3.5	51*
CCCCCCCCCC(=O)N1CCN(c2cc3c(cc2F)c(=O)c(C(=O)O)cn3CC)CC1	-3	-5	36	0	-9	5.5	3

An excerpt from above in order of heavy-atom count, low to high.
SMILES	FN deposit inh	DENV2 CPE	EWS-Fli inh	PAX8 inh HTS	miR122 inh	CFTR F508del cor	GSIS activator
CCOC(=O)c1ccc(CSc2nncn2N)o1	3	.	.	-9	3	.	.
NC(N)=N/N=C/c1ccc(OCc2ccccc2Cl)cc1	.	-2	58*	.	-20	-3.5	51*
CCCCCCCCCC(=O)N1CCN(c2cc3c(cc2F)c(=O)c(C(=O)O)cn3CC)CC1	-3	-5	36	0	-9	5.5	3
